# ERK AVP block: vasopressin-driven ERK pathway inhibition; HEK293-V1b, vasopressin-stimulated pERK AlphaScreen; 0.99% of 72,000 active; Potency, µM (series often up to 57.5 µM), inactives show at the top dose activity, negative = inhibition, usual class: inhibitors; note: potency is the fitted concentration of half-maximal effect; % is set by controls: 0 for no effect and ±100 for the full control effect; nearly all actives have a fitted effect of over 55% in size
#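 qHTS, compounds titrated on V1b-expressing HEK293 cells. Preincubation 30 min at 37C, vasopressin 25 nM for 5 min, lysis 10 min, bead incubation 5 hr at room temperature.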
# HADH2 inh: blocks human hydroxyacyl-CoA dehydrogenase type II | Potency, µM (series often up to 57.1 µM), without a hit: at the highest dose activity change, negative = inhibition, usual class: inhibitors | AID 886 | recombinant HADH2, NADH fluorescence, beta-hydroxybutyryl-CoA | 3.4% of 73,000 active; note: potency is the fitted concentration of half-maximal effect; % is set by controls: 0 for no effect and ±100 for the full control effect; nearly all actives have a fitted effect of over 60% in size; many of its hits are not listed in these tables
# Target sequence (Q99714 whole entry, looked up, one chain of several): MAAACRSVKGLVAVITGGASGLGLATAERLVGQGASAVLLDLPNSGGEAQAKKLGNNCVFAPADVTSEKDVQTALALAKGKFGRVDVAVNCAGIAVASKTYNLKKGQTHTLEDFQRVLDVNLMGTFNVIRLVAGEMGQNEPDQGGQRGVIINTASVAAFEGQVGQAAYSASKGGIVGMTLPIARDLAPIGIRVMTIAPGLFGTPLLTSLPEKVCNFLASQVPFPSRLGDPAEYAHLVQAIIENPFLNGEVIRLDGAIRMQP
#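 Buffer 100 mM Tris-HCl pH 9.0/0.01% Tween-20; HADH2 20 nM; NAD+ 1 mM; beta-hydroxybutyryl-CoA 90 uM (all final). 15 min cpd preincubation, RT.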
# HBB splicing: modulators of hemoglobin beta chain splicing | AID 925 | 0.06% of 65,000 active | Potency, µM (doses to about 46.1 µM), for inactives: top-dose activation, hits mostly activators | HBB splicing reporter cell assay, activation; EGFP reporter with mutant IVS2-654 intron; response scale: normalised to 500 nM splice-correcting PNA; note: potency is the fitted concentration of half-maximal effect; 0% is about no effect
#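 Compounds were applied for 2 days to HeLa EGFP-654 cells, 500/well in Optimem with 2% FCS. The reporter's EGFP is disrupted by mis-splicing of beta-globin intron IVS2-654. Readout: summed well GFP fluorescence from 488 nm laser scanning; reference was 500 nM antisense […] 654 PNA.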
# Tau filament bind: binders of human tau filaments; P10636; recombinant tau filaments, thioflavin S fluorescence, 15 h; filaments grown with octadecylsulfate alongside compound; Potency, µM (doses to about 57.1 µM), for the others: top-dose activity change, negative = inhibition; 2% of 71,000 active; AID 596;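 note: potency is the fitted concentration of half-maximal effect; % is set by controls: 0 for no effect and ±100 for the full control effect; actives lower thioflavin S fluorescence by blocking filaments or displacing dye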
#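 Quantitative HTS: thioflavine S signal from ODS-induced tau filaments, excited at 450 nm, emission 510 nm. Conditions: 1 uM tau, 30 uM ODS, 15 h at 37 C, pH 7.4.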
# CRE Fsk mod: alters forskolin-stimulated CRE reporter signaling in CHO cells; CHO CRE-bla reporter (cAMP response element driving beta-lactamase), forskolin EC10, beta-lactamase ratio; Potency, µM (highest dose often 38.2 µM), without a hit: at the top dose activity change, negative = inhibition, most hits filed as activators; 2.5% of 71,000 active; active = well fitted activation curve with a large enough effect in the signal ratio, with a control signal flat, not every such curve was filed as active; inconclusive = small, poorly fitted or top-dose-only effect, or effect the other way, or a change in a side signal; the % refers to the signal ratio; note: potency is the fitted concentration of half-maximal effect; % of control where 0% means no effect
#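 Modulation of forskolin-driven signalling is measured in CHO cells carrying a CRE-controlled beta-lactamase reporter. Cells are stimulated with EC10 NKH 477 in the presence of titrated compound for 3 h at 37 °C, then loaded with CCF4 for 2 h at room temperature.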
# 15-hLO inh: inhibitors of human 15-lipoxygenase (ALOX15); P16050; purified 15hLO-1, xylenol orange hydroperoxide absorbance; Potency, µM (doses to about 57.1 µM), for inactives: top-dose activity change, negative = inhibition, hits mostly inhibitors; 1.4% of 74,000 active; AID 887; note: potency is the fitted concentration of half-maximal effect; % is set by controls: 0 for no effect and ±100 for the full control effect; nearly all actives have a fitted effect of over 55% in size
# Target sequence (P16050 whole entry, looked up): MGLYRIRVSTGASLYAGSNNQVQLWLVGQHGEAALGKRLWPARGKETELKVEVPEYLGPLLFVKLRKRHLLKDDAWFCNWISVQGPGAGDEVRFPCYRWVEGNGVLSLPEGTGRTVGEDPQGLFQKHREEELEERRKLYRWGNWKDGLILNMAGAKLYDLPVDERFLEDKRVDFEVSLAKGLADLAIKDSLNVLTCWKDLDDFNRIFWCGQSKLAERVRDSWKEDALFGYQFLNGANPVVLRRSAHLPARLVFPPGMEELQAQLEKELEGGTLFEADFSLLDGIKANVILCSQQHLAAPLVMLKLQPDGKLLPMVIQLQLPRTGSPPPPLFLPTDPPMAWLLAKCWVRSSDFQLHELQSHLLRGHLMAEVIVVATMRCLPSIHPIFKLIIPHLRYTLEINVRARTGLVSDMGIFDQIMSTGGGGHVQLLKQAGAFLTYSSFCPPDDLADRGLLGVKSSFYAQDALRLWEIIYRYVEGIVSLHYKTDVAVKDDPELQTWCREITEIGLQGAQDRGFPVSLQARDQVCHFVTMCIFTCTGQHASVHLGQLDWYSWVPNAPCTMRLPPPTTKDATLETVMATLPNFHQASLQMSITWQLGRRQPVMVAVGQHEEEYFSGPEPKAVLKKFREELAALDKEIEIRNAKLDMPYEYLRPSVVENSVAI
#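 40 nM 15hLO-1 + cpd, 15 min RT; start w/ 50 uM AA (final), 6 min RT; stop/detect w/ 200 uM XO + 300 uM Fe(II) in 50 mM H2SO4, 30 min; A573/A405. Buffer 25 mM Hepes pH 7.5, 0.01% Triton X-100. No-enzyme wells as negative control.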
# UbGFP stabilizer: ubiquitin-GFP accumulation via proteasome inhibition; AID 526; Ubiquitin-GFP reporter cells, proteasome inhibition, GFP fluorescence; response scale: untreated = 0%, 10 µM MG-132 = 100%; Potency, µM (highest dose often 45.9 µM), for the others: at the highest dose activation (GFP accumulation), usual class: activators; 67,000 tested, under 10 active; active = well fitted activation curve with a large enough effect, not every such curve was filed as active; inconclusive = small, poorly fitted or top-dose-only effect, or another doubt; inactive = no such curve, though single readings can be large or run the other way; note: potency is the fitted concentration of half-maximal effect
#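 Proteasome block read as GFP accumulation: ubiquitin(G76V)-GFP U2OS cells exposed to compound (2.9 nM–46 uM) for 4 hr at 37 C. Normalization used untreated cells as 0% and 10 uM MG-132 as 100%; concentration-response curves fitted.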
# Epigenetic mod: epigenetic GFP locus derepression in mouse cells | mouse C127i GFP locus derepression, cytometry, 30 h | Potency, µM (top dose mostly 46.1 µM), for inactives: top-dose GFP derepression (activation) | 0.09% of 68,000 active | AID 597; note: % of control where 0% means no effect
#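 Locus derepression in mouse mammary C127i cells whose integrated CMV-GFP reporter is normally silent; GFP expression after 30 h compound treatment was quantified by counting fluorescent cells.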
# FLuc inh: inhibitors of firefly luciferase; AID 411; Potency, µM (series often up to 57.1 µM), for the others: at the highest dose activity change, negative = inhibition, hits mostly inhibitors; 2.2% of 72,000 active; P08659; purified firefly luciferase, luminescence, 8 min; note: potency is the fitted concentration of half-maximal effect; % is set by controls: 0 for no effect and ±100 for the full control effect; nearly all actives have a fitted effect of over 40% in size
#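 Here, luciferase activity is measured as luminescence following an 8 min room-temperature reaction at 10 uM ATP, pH 7.2. Every library sample is titrated.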
# Hsp90 Hop PPI: changes Hsp90-Hop TPR2A binding signal, up or down; AlphaScreen TPR2A-His6 binding biotin-Hsp90 C-terminal peptide; Potency, µM (titrated, usually from 57 µM), inactives show at the highest dose activity change, negative = inhibition; 0.44% of 71,000 active; AID 595; active = well fitted curve in either direction with a large enough effect; inconclusive = small, poorly fitted or top-dose-only effect, or another doubt; note: potency is the fitted concentration of half-maximal effect; % is set by controls: 0 for no effect and ±100 for the full control effect; many of its hits are not listed in these tables
# DNA Pol III inh: blocks replication by bacterial DNA polymerase III holoenzyme. Potency, µM (top dose mostly 57.1 µM), inactives show at the highest dose activity change, negative = inhibition. reconstituted DNA polymerase III holoenzyme replication, biochemical. 0.25% of 71,000 active; note: potency is the fitted concentration of half-maximal effect; % is set by controls: 0 for no effect and ±100 for the full control effect
#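 Reconstituted *E. coli* holoenzyme (0.35 nM Pol III, 1 nM beta, 154 nM SSB, 2 nM primase) was preincubated with compound for 15 min at RT. Synthesis on 1.4 nM ssM13Gori ran 35 min, then was stopped with PicoGreen/EDTA and read as dsDNA fluorescence.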
# Active calls of the source: *; i = inactive; ? = inconclusive; nt = not tested or not shown; [ ] = remark or other dose. Unless noted, calls come from the whole dose curve; as a rule, active = well fitted curve in the direction sought with a large enough effect; inconclusive = small, poorly fitted or top-dose-only effect, or another doubt; inactive = no such curve, though single readings can be large; an effect the other way counts as inactive or inconclusive. This is a subset; rates above refer to the full screens.
1: COc1ccc(-c2nnc(SCC(=O)N3CCN(c4ccccc4)CC3)o2)cc1OC
2: CC(=O)SC(C)CC(=O)Nc1ccccc1 (centres undefined)
3: O=C(CN1CCN(C(c2ccccc2)c2ccccc2)CC1)NC(=O)NCc1ccco1
4: O=C(O)CCN1Cc2ccccc2C1=O
5: COc1ccc(NC(=O)CCN2CCN(S(=O)(=O)c3cc(Cl)ccc3OC)CC2)cc1
6: O=C(c1ccc(N2C(=O)CCC2=O)cc1)N1CCN(c2ccccc2)CC1
7: Cn1c(=O)c2c(nc(N3CCNCC3)n2Cc2cccc3ccccc23)n(C)c1=O
8: O=C(O)c1ccccc1OCCOc1ccccc1C(=O)O
9: CCCNC(=O)c1nc2ncc(Br)cn2n1
10: COCC(=O)N1CCC2(CC1)CCN(C(=O)NC(C)C)CC2

screen / no.	1	2	3	4	5	6	7	8	9	10
ERK AVP block	-4%	1%	6%	2%	-10%	5%	1%	-8%	0%	20%
HADH2 inh	10%	1%	-2%	-11%	-2%	31%[activator]	-2%	-5%	-2%	3%
HBB splicing	0.8%	0.2%	-0.2%	-0.1%	2.7%	-0.5%	nt	-1.8%	2.3%	1.9%
Tau filament bind	10%	2%	21%	13%	-3%	6%	15%	15%	-4%	-2%
CRE Fsk mod	-2%	-10%	-7%	?	?	-7%	0%	-1%	-1%	-8%
15-hLO inh	-3%	8%	-1%	20µM*	3%	-1%	0%	6%	-5%	1%
UbGFP stabilizer	4%	10%	5%	-1%	-11%	5%	-4%	1%	1%	-4%
Epigenetic mod	0%	-2%	-1%	-3%	-4%	-1%	-2%	-2%	-2%	5%[9.22 µM]
FLuc inh	1%	2%	-1%	-3%	6%	-2%	6%	2%	-2%	1%[11.4 µM]
Hsp90 Hop PPI	1%	-1%	-7%	1%	-3%	-2%	-3%	-1%	0%	1%
DNA Pol III inh	1%	0%	-1%	2%	0%	-8%	-3%	-5%	-3%	-7%

11: CN1CCCCc2c1nc1ccccc1c2N (tested in a mixture with another compound)
12: Cc1nc(NCc2ccccc2)c2nc(-c3ccccc3)n(CCCN(C)C)c2n1
13: Cc1ccc(-c2nc3ccccc3c(=O)n2CCN2CCOCC2)cc1
14: Nc1nc2n(n1)C(c1cccc(Br)c1)CC(c1ccc(F)cc1)N2 (centres undefined)
15: CN(C)c1ncc2nc(-c3ccc(Cl)cc3)c(=O)n(-c3ccccc3)c2n1
16: CCOC(=O)N(C)OC(=O)Nc1ccc(Cl)c(Cl)c1
17: COc1cccc(Nc2ncc3nc(-c4ccccc4)c(=O)n(C[C@H]4CCCO4)c3n2)c1
18: O=C(O)CC1CCS(=O)(=O)C1 (centres undefined)
19: COc1cc2nc(CC(C)C)n(NC(=O)c3ccccc3)c(=O)c2cc1OC
20: COc1cccc(C(c2sc3nc(C)nn3c2O)N2CCN(C(=O)c3ccco3)CC2)c1 (centres undefined)

screen / no.	11	12	13	14	15	16	17	18	19	20
ERK AVP block	22%	6%	2%	-26%	22%	5%	-2%	-5%	0%	nt
HADH2 inh	1%	?	-2%	-3%	40%[activator]	-13%	4%	-8%	-10%	7%
HBB splicing	nt	-0.6%	2.0%	-0.2%	1.2%	0.8%[9.22 µM]	4.9%	nt	nt	0.4%
Tau filament bind	6%	46%	6%	-8%	46%	-3%	440%	3%	7%	218%
CRE Fsk mod	5%	-6%	-10%	-8%	?	-8%	?	5%	14%	?
15-hLO inh	4%	3%	3%	26%	?	-11%	-3%	-2%	-8%	4%
UbGFP stabilizer	1%	-7%	21%	8%	-2%	-2%	-2%	6%	-1%	-5%
Epigenetic mod	-1%	nt	-1%	-2%	5%[9.22 µM]	0%	2%[9.22 µM]	3%	0%	nt
FLuc inh	1%	nt	2%	0%	0%[11.4 µM]	0%	-2%[11.4 µM]	3%	-3%	3%
Hsp90 Hop PPI	1%	-2%	-4%	-10%	-9%	-1%	13µM*	0%	-2%	13%
DNA Pol III inh	-5%	1%	4%	-2%	-6%	-1%	6%	3%	6%	-6%

# Compounds above containing a COOH group:
4: O=C(O)CCN1Cc2ccccc2C1=O
8: O=C(O)c1ccccc1OCCOc1ccccc1C(=O)O
18: O=C(O)CC1CCS(=O)(=O)C1 (centres undefined)

screen / no.	4	8	18
ERK AVP block	2%	-8%	-5%
HADH2 inh	-11%	-5%	-8%
HBB splicing	-0.1%	-1.8%	nt
Tau filament bind	13%	15%	3%
CRE Fsk mod	?	-1%	5%
15-hLO inh	20µM*	6%	-2%
UbGFP stabilizer	-1%	1%	6%
Epigenetic mod	-3%	-2%	3%
FLuc inh	-3%	2%	3%
Hsp90 Hop PPI	1%	-1%	0%
DNA Pol III inh	2%	-5%	3%

# Next structures.
21: O=C1CC(C2CCCO2)C(=O)N1Cc1ccccc1 (centres undefined)
22: O=C(OCn1nnc2ccccc2c1=O)c1ccc(S(=O)(=O)N2CCOCC2)cc1
23: CCC(c1nnnn1CCC(C)C)N1CCC(C(N)=O)CC1 (centres undefined)
24: Cn1c(=O)c2c(nc(NC3CCCCC3)n2Cc2ccccc2)n(C)c1=O
25: CCOCCCn1c(=N)c(C(=O)Nc2cc(C)on2)cc2c(=O)n3ccccc3nc21
26: CCOC(=O)COc1c(OC)cc(Cl)cc1C1NC(=O)NC(C)=C1C(C)=O (centres undefined)
27: Cc1cc(NC(=O)CCC(=O)N(c2cccnc2)C(C(=O)NC2CCCC2)c2ccccc2F)no1 (centres undefined)
28: COC(=O)[C@H](CCSC)NC(=O)Nc1ccc(OC)c(Cl)c1
29: C=CCSc1nc2c(c(=N)n1CC=C)C1CCCC1S2 (centres undefined)
30: Cc1cnc(CNc2nc(-c3ccoc3)nc3ccccc23)cn1

screen / no.	21	22	23	24	25	26	27	28	29	30
ERK AVP block	-20%	17%	-19%	nt	-1%	-14%	-7%	6%	24%	?
HADH2 inh	8%[11.4 µM]	-2%	10%	-1%	1%	7%	2%	1%	6%	9%
HBB splicing	-0.8%[0.0738 µM]	-2.2%	nt	-1.1%	0.7%	1.3%	0.2%[57.5 µM]	3.7%[57.5 µM]	-1.3%[57.5 µM]	0.7%
Tau filament bind	2%[11.4 µM]	7%	-4%	-6%	i	8%	-9%	-2%	37%	0%
CRE Fsk mod	-17%[7.6 µM]	-4%	-2%	10µM*	?	0%	-4%	1%	?	10µM*
15-hLO inh	-1%[11.4 µM]	-3%	4%	-4%	1%	2%	13%	7%	-6%	8%
UbGFP stabilizer	23%[9.17 µM]	0%	-5%	19%	4%	-2%	2%	-10%	-1%	0%
Epigenetic mod	-2%	1%	-7%	nt	2%	4%	1%	-2%	-2%	-5%[9.22 µM]
FLuc inh	2%	1%	2%	0%	1%	1%	1%	2%	1%	-3%[2.29 µM]
Hsp90 Hop PPI	-5%[11 µM]	-1%	0%	-5%	0%	-4%	-3%	-5%	12%	-11%
DNA Pol III inh	-7%[11.4 µM]	2%	-3%	-6%	-6%	-4%	-3%	3%	3%	-9%

31: Cc1cc(C)n(-c2nnc(C)n2/N=C/c2ccccc2OCc2ccccc2Cl)n1
32: O=C(OCC(=O)N1CCN(C(=O)c2ccco2)CC1)c1ccccc1OCc1ccccc1
33: O=C(Nc1ccncc1)C1CCCN(S(=O)(=O)c2cccc3cccnc23)C1 (centres undefined)
34: Cc1csc(N(C)C(=O)CSc2nnc(COc3cccc4ccccc34)o2)n1

screen / no.	31	32	33	34
ERK AVP block	?	-13%	-22%	10%
HADH2 inh	14%[11.4 µM]	6%	-6%	7%
HBB splicing	2.4%[0.0738 µM]	-0.2%	-0.3%	-4.3%
Tau filament bind	22%[11.4 µM]	7%	-12%	63%
CRE Fsk mod	?	-3%	19%	4%
15-hLO inh	-10%[11.4 µM]	4%	-2%	-22%
UbGFP stabilizer	-5%[9.17 µM]	-3%	3%	0%
Epigenetic mod	-2%	0%	-2%	-2%
FLuc inh	1%	0%	1%	2%
Hsp90 Hop PPI	?	-1%	-5%	-1%
DNA Pol III inh	-6%[11.4 µM]	-2%	-4%	3%

# Assay outcomes deposited in PubChem BioAssay by National Center for Advancing Translational Sciences (NCATS).
